# High-throughput results deposited in PubChem BioAssay by National Center for Advancing Translational Sciences (NCATS).
# Sm TGR block = S. mansoni TGR enzyme inhibition; Q962Y6; purified TGR, DTNB reduction, TNB absorbance 405 nm; Potency, µM (doses to about 114 µM), inactives show at the top dose activity change, negative = inhibition, usual class: inhibitors; 3% of 360,000 active; AID 485364; further: potency means the concentration at half of the fitted maximal effect; nearly all actives have a fitted effect of over 60% in size
#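 First, TGR (20 nM dispensed) and NADPH were mixed with compound. Second, a 15 min room-temperature incubation followed. Third, further NADPH and then DTNB were added to start the reaction. Finally, TNB absorbance was monitored kinetically.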
# AmpC inh detg = inhibitors of E. coli AmpC beta-lactamase with detergent; AmpC hydrolysis of nitrocefin, absorbance 480 nm, 0.01% Triton; Potency, µM (top dose mostly 114 µM), without a hit: top-dose activity change, negative = inhibition, usual class: inhibitors; 0.041% of 370,000 active; AID 485294;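 further: potency means the concentration at half of the fitted maximal effect; 0% = no-compound wells and -100% = no-enzyme wells; nearly all actives have a fitted effect of over 25% in size; some results filed as inactive show a strong effect at the top dose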
# Target sequence (P00811 whole entry, looked up): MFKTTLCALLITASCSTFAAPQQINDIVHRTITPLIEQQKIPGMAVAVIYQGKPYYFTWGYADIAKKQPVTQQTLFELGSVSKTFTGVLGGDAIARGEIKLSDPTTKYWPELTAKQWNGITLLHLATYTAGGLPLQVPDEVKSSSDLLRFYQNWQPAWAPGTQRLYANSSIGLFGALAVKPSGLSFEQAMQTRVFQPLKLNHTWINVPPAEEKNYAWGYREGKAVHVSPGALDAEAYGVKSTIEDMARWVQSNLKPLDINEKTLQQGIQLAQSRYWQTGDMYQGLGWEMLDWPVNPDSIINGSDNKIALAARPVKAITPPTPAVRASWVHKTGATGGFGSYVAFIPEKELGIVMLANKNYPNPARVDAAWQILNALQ
#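 AmpC (5.3 nM in the dispensed reagent) in 20 mM phosphate pH 7.0 with 0.01% (detergent screen) or 0.0001% Triton X-100 was preincubated with compounds for 15 min at room temperature. Nitrocefin was then added from an 800 uM solution, and hydrolysis was followed at 480 nm.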
# Giardia FBPA inh = blocks Giardia fructose-bisphosphate aldolase activity; A8B2U2; AID 2451; purified Giardia FBPA; Potency, µM (top dose mostly 59.6 µM), for the others: at the top dose activity, negative = inhibition, usual class: inhibitors; 0.71% of 290,000 active; further: potency means the concentration at half of the fitted maximal effect; nearly all actives have a fitted effect of over 55% in size
# Target sequence (A8B2U2 whole entry, looked up): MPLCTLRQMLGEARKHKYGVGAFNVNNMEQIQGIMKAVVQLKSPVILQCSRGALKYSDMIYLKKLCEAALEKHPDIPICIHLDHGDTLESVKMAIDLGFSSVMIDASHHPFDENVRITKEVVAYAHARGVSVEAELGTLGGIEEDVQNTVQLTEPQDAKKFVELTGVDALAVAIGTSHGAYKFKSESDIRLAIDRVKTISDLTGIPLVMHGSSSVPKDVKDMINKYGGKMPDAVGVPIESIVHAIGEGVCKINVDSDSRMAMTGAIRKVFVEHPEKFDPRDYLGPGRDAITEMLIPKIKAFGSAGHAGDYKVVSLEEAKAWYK
#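 40 nM FBPA preincubated 10 min at RT with compound (up to 57.5 uM final), then substrate plus GAPDH/TPI/NAD/arsenate coupling and diaphorase/resazurin added. Fluorescence read after 20 min at RT, 525/598 nm.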
# HCMV inh = blocks human cytomegalovirus replication; activity change, negative = inhibition, % at 57.5 µM; 4.5% of 410,000 active; HFF cells, HCMV-luciferase reporter, 72 h; stronger effect = lower value; in the data active means activity change below about -60%; inconclusive means no clear call, values can overlap the other calls; inactive means above about -39%
#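 Two-dose cell screen: HFF monolayers treated with compounds and infected with luciferase-expressing HCMV at 1 PFU/cell, 72 h at 37C, then lysed for luciferase measurement.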
# AmpC inh no detg = blocks E. coli AmpC beta-lactamase in detergent-free assay. 0.52% of 330,000 active. AID 485341. Potency, µM (doses to about 57.1 µM), without a hit: at the top dose activity change, negative = inhibition, hits mostly inhibitors. P00811. AmpC nitrocefin hydrolysis, absorbance 480 nm, 0.0001% Triton;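 further: potency means the concentration at half of the fitted maximal effect; plate controls were no compound for no effect and no enzyme for full effect; nearly all actives have a fitted effect of over 20% in size; some results filed as inactive show a strong effect at the top dose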
#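 AmpC (5.3 nM in the dispensed reagent) in 20 mM phosphate pH 7.0 with 0.01% (detergent screen) or 0.0001% Triton X-100 was preincubated with compounds for 15 min at room temperature. Nitrocefin was then added from an 800 uM solution, and hydrolysis was followed at 480 nm.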
# HCV inhibitor = blocks hepatitis C virus; Huh7.5.1 HCVcc-Cre infection, luciferase reporter, 44 h; Potency, µM (series often up to 41.8 µM), for the others: at the highest dose activity change, negative = inhibition, usual class: inhibitors; 3.4% of 340,000 active; further: potency means the concentration at half of the fitted maximal effect
#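 Infectious HCVcc-Cre (~0.5 moi) was added to cells just after compound, with cells seeded 4 h earlier at 1,000 per well. Luciferase activity after 44 h culture reported infection; substrate was incubated 15 min at room temperature before reading.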
# Active calls of the source: *; ? = inconclusive; . = not tested or not shown; & = joins results of further samples; [ ] = remark or other dose. Unless noted, the call rests on the fitted dose curve; in most records, active means well fitted curve in the direction sought with a large enough effect; inconclusive means small, poorly fitted or top-dose-only effect, or another doubt; inactive means no such curve, though single readings can be large; an effect the other way counts as inactive or inconclusive. Unless noted, on the % scale 0 is the no-effect control and ±100 the full control effect.
# Below each SMILES: HCV inhibitor, Sm TGR block, AmpC inh detg, Giardia FBPA inh, HCMV inh, AmpC inh no detg
- CCN(C(=O)CSc1nc2ccccc2c(=O)n1C(C)COC)C1CCS(=O)(=O)C1 (stereo not drawn)
    22%, -4%, -6%, 5%, -33, 11%
- CS/C(=N\S(=O)(=O)c1cccs1)Nc1ccc(F)cc1
    7%, 3%, -8%, 5%, 0, -22%
- O=C(CSc1ncn(-c2ccccc2)n1)Nc1nc2ccccc2s1
    8%, 1%, 2%, -5%, 0, -17%
- COc1c(F)c(F)c(C(=O)Nc2ccc(-c3nc4ccccc4[nH]3)cc2)c(F)c1F
    ?, 5%, ?, -4%, ?, -22%
- c1ccc(-c2ccc(C(c3ccccc3)n3ccnc3)cc2)cc1 (stereo not drawn)
    ?, 7%&4%, 6%&-13%, ?, 2, -7%&-9%
- Cn1cc(CC(=O)Nc2cccc(C#N)c2)c2ccccc21
    -10%, -8%, -1%, 4%, -4, -38%
- COCCNC(=S)N(CCc1c(C)[nH]c2ccc(Cl)cc12)Cc1cccs1
    7.1µM*, 11%, -2%, -5%, -21, 38%
- CC(C)OC(=O)CSc1nnc(-c2ccc([N+](=O)[O-])cc2)o1
    -12%, ., 6%, -2%, 61, -12%
- Cc1cc(OCc2nc(-c3ccc(NC(=O)c4cccnc4)cc3)no2)ccc1Cl
    ?, -2%, -14%, 0%, -23, 7%
- Cc1c(NC(=O)c2cccc(NC(=O)COc3ccccc3)c2)c(=O)n(-c2ccccc2)n1C
    -4%, -22%, -1%, ., 16, -7%

# Pulled by compound from the entries so far (2):
# Below each SMILES: HCV inhibitor, Sm TGR block, AmpC inh detg, Giardia FBPA inh, HCMV inh, AmpC inh no detg
- Cc1cc(OCc2nc(-c3ccc(NC(=O)c4cccnc4)cc3)no2)ccc1Cl
    ?, -2%, -14%, 0%, -23, 7%
- COc1c(F)c(F)c(C(=O)Nc2ccc(-c3nc4ccccc4[nH]3)cc2)c(F)c1F
    ?, 5%, ?, -4%, ?, -22%

# Additional entries:
# Below each SMILES: HCV inhibitor, Sm TGR block, AmpC inh detg, Giardia FBPA inh, HCMV inh, AmpC inh no detg
- CC(C)COc1ccc(C(=O)NC(Cc2c[nH]c3ccccc23)C(=O)NN)cc1 (stereo not drawn)
    -4%, 0%, -5%, -1%, -14, 16%
- CSc1ccc(NC(=O)C(C)N2CCN(C)CC2)cc1 (stereo not drawn)
    12%, 1%, -14%, ?, -32, -1%
- Cc1ccc(C2c3c(oc4ccccc4c3=O)C(=O)N2c2nnc(C)s2)cc1 (stereo not drawn)
    ., 9%, 5%, ., 16, .
- Oc1ccc(Br)cc1/C=N/N1CCN(Cc2cccc3ccccc23)CC1
    1%, -3%, -14%, 3%, 2, -30%
- COc1cc(CC(=O)NCC2COc3ccccc3O2)cc(OC)c1OC (stereo not drawn)
    -10%, 3%, -21%, -1%, 110, -7%
- O=C(NCC1CCCO1)c1cc2cc(Cl)ccc2[nH]1 (stereo not drawn)
    -8%, 7%, -3%, 1%, 0, -17%
- O=C(O)C1=CC[C@@H](c2ccc(Cl)cc2)N(S(=O)(=O)c2ccc(Cl)cc2)[C@H]1c1ccccc1
    15%, -29%, 9%, ., -7, 6%
- CCC(=O)Oc1ccc(C(=O)Nc2cccc(C(=O)NCC(C)C)c2)cc1
    -28%, -5%, 8%, 1%, -8, 35%
- CCN1CCN(C(=S)NC(=O)/C=C/c2cccs2)CC1
    8%, -1%, 4%, -13%, -14, -25%
- COc1ccc(C(=O)c2cnc[nH]2)cc1
    15%, -2%, 2%, 7%, -18, -4%
- COC(=O)C/C(C)=N/Nc1ccc(S(=O)(=O)N2CCCC2)cc1[N+](=O)[O-]
    -6%, -10%, -7%, 6%, -33, 0%
- Cc1cccn2c(Nc3ccccc3)c(-c3ccc(N4CCOCC4)cc3)nc12
    ., 7%, 11%, ., 37, .
- Cc1ccc(S(=O)(=O)N(C)CC(=O)OCC(=O)c2ccc3c(c2)NC(=O)CO3)cc1
    16%, ., ., ., -25, -13%
- COc1ccc(N(CC(=O)Nc2cccc(N(C)S(C)(=O)=O)c2)S(=O)(=O)c2ccccc2)cc1Cl
    ?, 5%, -6%, -8%, -15, -9%
- CN1C(C(=O)N2CCc3ccccc3C2)=CC(c2ccc(F)cc2)=NS1(=O)=O
    -28%, 0%, -8%, 5%, 8, -3%
- Cc1c(OC(C)C(=O)O)ccc2c(-c3ccccc3)cc(=O)oc12 (stereo not drawn)
    17%, -13%, 4%, 11%, 5, -12%
- Nc1ncc2c(n1)-c1cc(Cl)ccc1SC2
    1%, -25%, 2%, 1%, -18, -50%
- COc1ccc(C(OC(=O)c2ccco2)C(=O)NC2CCCC2)cc1OC (stereo not drawn)
    11%, 1%, ?, 2%, -7, -6%
- CCOC(=O)C(C)c1n[nH]c(=O)c2ccccc12 (stereo not drawn)
    0%, 18%, -3%, 1%, -14, 2%
- CC(=O)c1ccc(NC(=O)Cn2c(=O)oc3cc(S(=O)(=O)N4CCCCC4)ccc32)cc1
    ., 2%, 12%, ., 6, .
- Cc1ccc2nc(CSc3nnc(Nc4ccccc4F)s3)cc(=O)n2c1
    ?, -9%, -10%, -16%, -13, -30%
- COC(=O)c1ccccc1-c1ccc(/C=N/NC(=O)c2cc3ccccc3o2)o1
    -11%, 1%, ?, -6%, -18, -35%
- Cc1ccc(NC(=O)CN(C)C(=O)c2cc3c(s2)CCCCC3)cc1
    ?, -3%, 1%, ., 0, -12%
- CCOC(=O)C1=C(COC(=O)c2ccc([N+](=O)[O-])s2)NC(=O)NC1C (stereo not drawn)
    ?, ., ., ., 82, -11%
- Cc1ccc(C)c(NC(=S)N2C3CCCC2CC(NC(=O)C2CC2)C3)c1 (stereo not drawn)
    8%, 3%, 1%, 0%, -6, -17%
- COc1ccc(OC)c(NC(=O)NNC(=O)COc2ccc([N+](=O)[O-])cc2)c1
    -15%, 0%, -1%, 12%, -21, -2%
- N#Cc1cc2c(=O)n3ccccc3nc2n(CCCn2ccnc2)c1=N
    6%, 0%, -4%, 1%, 7, -13%
- O=C(COC(=O)Cc1ccc(Cl)c(Cl)c1)NCc1ccco1
    1%, 1%, -10%, ., -11, -19%
- CCOc1ccc(-n2c(SCc3ccc(C#N)cc3)nnc2-c2cccnc2)cc1
    18%, 5%, 0%, 0%, -25, 117%[activator]
- Cc1ccc(CN2CCSCC2)cc1
    6%, 5%, ?, ?, -22, -4%
- COc1ccc(-n2c(O)c(C(C)=NCCc3c[nH]c4ccccc34)c(=O)[nH]c2=O)cc1
    -6%, 0%, 12%, -6%, 35, -24%
- Cn1cnnc1SCC(=O)Nc1ccc2nc(SCc3ccccc3Cl)sc2c1
    -5%, -11%, ?, 6%, -18, 65%[activator]
- C=CCN(c1ccc(C(=O)Nc2ccc(C)cc2)cc1)S(C)(=O)=O
    -23%, -7%, 4%, 0%, -38, -10%
- CC1(C)Cc2c(c(N3CCOCC3)nc3sc4c(N5CCOCC5)nnnc4c23)CS1
    -4%, 21%, 0%, 13%, ., -14%
- COc1ccc(NC(=O)CSCC(=O)Nc2cc(Cl)ccc2N2CCCC2)cc1
    ?, -14%, 2%, ., 0, -21%
- CCO[C@H]1OC(C(=O)N2CCCCCCC2)=C[C@@H](c2ccc(C(F)(F)F)cc2)[C@@H]1CCCO
    ?, 5%, 7%, -10%, 26, 233%[activator]
- Cc1nonc1OCCNc1ccc([N+](=O)[O-])cc1
    4%, -6%, ?, 0%, -20, -24%
- Nc1nonc1-c1noc(COc2ccccc2Cl)n1
    -1%, 1%, -14%, 1%, 68, 113%[activator]
- COC(=O)c1ccc(CO/N=C/c2ccccc2OC)cc1
    ?, ?, -5%, -11%, 38, -8%
- Fc1ccc(Oc2ncccn2)c(F)c1
    11%, 7%, ?, 2%, 7, -19%
- COCCn1c(CCc2ccccc2)n[nH]c1=S
    11%, 0%, 6%, -10%, 14, -9%
- CCN(C(=O)COC(=O)c1nc2nc(C)cc(C)n2n1)C1CCCCC1
    3%, 3%, -13%, ., -3, -7%
- CCOc1ccc2c(c1)C(c1ccc(C)cc1)=NNC(c1ccc(OC)cc1)=N2
    ?, -8%, 3%, -2%, -39, -25%
- COC(=O)c1ccc(C2/C(=C(/O)c3ccc4c(c3)CC(C)O4)C(=O)C(=O)N2Cc2ccncc2)cc1 (stereo not drawn)
    25%, -13%, -3%, ., -29, -42%
- COC(=O)C1CCN(CC(=O)Nc2ccc(C(=O)Nc3ccccc3OC)cc2)CC1
    ?, 5%, 10%, ., 0, 22%
- O=C(CCNC(=O)c1ccc(Cl)cc1)NNC(=O)c1ccc(F)cc1
    ?, -1%, -9%, ., -39, -10%
- CCOC(=O)C1CCCN(C(=O)Cn2ncc3c(C)n(Cc4ccccc4Cl)c(C)c3c2=O)C1 (stereo not drawn)
    ., -14%, -3%, ., 4, .
- Cc1cc(=O)n2nc(N3CCC(C(=O)NCc4cccc(Cl)c4)CC3)sc2n1
    -6%, -11%, -3%, ., 19, 50%
- O=C(COc1ccc(C(=S)N2CCOCC2)cc1)Nc1ccccc1C(F)(F)F
    ?, -2%, 1%, 6%, -87*, 45%
- COc1cccc(C(=O)/C=C/Nc2ccc(S(=O)(=O)Nc3cnc4ccccc4n3)cc2)c1
    0%, -18%, -15%, 8%, -5, -32%

# The list continues.
# Below each SMILES: HCV inhibitor, Sm TGR block, AmpC inh detg, Giardia FBPA inh, HCMV inh, AmpC inh no detg
- Cc1ccc(CSCC(=O)N(C)CC(=O)Nc2ccccc2Cl)cc1
    18%, 0%, ?, ., -3, 2%
- O=C(COC(=O)Cc1n[nH]c(=O)c2ccccc12)Nc1ncc(Cl)cc1Cl
    3%, -15%, ?, ., 2, -28%
- CCOC(=O)c1c(-c2ccccc2)oc2cc(Br)c(O)cc12
    ?, 4%, 0%, 0%, 10, -18%
- Cc1ccc(S(=O)(=O)N[C@H](C(=O)N2CCC(C(=O)N[C@H](C(=O)O)c3ccccc3)CC2)C(C)C)cc1
    10%, 4%, -9%, -7%, 12, -10%
- CCN(c1ccccc1)S(=O)(=O)c1ccc(Oc2ccc(C(C)=O)cc2OC)nc1
    13µM*, -3%, ?, ., -38, 30%
- COc1cc(C(=O)NCCCN(C)C)ccc1OCC(=O)Nc1cccc(C(F)(F)F)c1
    ?, 24%, 0%, 0%, -28, 57%
- CCOC(=O)Cn1cnc2scc(-c3ccc(C)cc3)c2c1=O
    -6%, 1%, -1%, 8%, -18, 5%
- COCc1c(C(=O)NC2CCCCC2)sc2cccc(F)c12
    ?, 5%, 5%, ., -39, -3%
- C=CCn1c(CNC(=O)c2cccs2)nnc1SCc1ccc(Cl)cc1Cl
    6%, 2%, 5%, 1%, -21, 36%
- Cc1ccccc1OCC(=O)OCC(=O)NCc1ccco1
    16%, -1%, -14%, ., -27, -5%
- Cc1cc(N2C(=O)C3C4C=CC(C4)C3C2=O)ccc1Br (stereo not drawn)
    -6%, -10%, 1%, 1%, -5, -3%
- O=C1/C(=C/c2cccnc2)CCc2c1[nH]c1ccccc21
    -29%, 4%, 8%, -11%, -76*, -13%
- CC(C)(O)C#Cc1ccc(C(=O)N2CCN(c3ccc([N+](=O)[O-])cc3)CC2)cc1
    ?, 0%, 4%, 2%, -85*, 55%
- CNC(=O)CS(=O)CC(=O)Nc1cc(OC(C)C)c(Cl)cc1Cl (stereo not drawn)
    -9%, 0%, 5%, 5%, -15, -3%
